# From PubChem BioAssay
# BoNT-F LC inh: BoNT/F light chain protease inhibitors, primary screen, biochemical, flow cytometry, MLPCN library; Botulinum neurotoxin type F light chain protease (Clostridium botulinum); Multiplex microsphere protease cleavage assay; inhibition, % at 10 µM; actives 0.22% (n = 360,000); AID 588497, 2011; in the data active means inhibition above about 35%, passing the limit was not always enough; inconclusive means no clear call, values can overlap the other calls; further: plate controls were buffer without enzyme for full effect and enzyme alone for no effect
# UGM FP inh: M. tuberculosis UGM enzyme inhibitors, primary screen, biochemical, fluorescence polarization, single point | UDP-galactopyranose mutase (Mycobacterium tuberculosis (strain ATCC 25618 / H37Rv)), … | purified UGM, fluorescence polarization probe displacement | inhibition, % at 10 µM | actives 0.06% (n = 320,000) | AID 504406, 2011; in the data active means inhibition above about 10%, passing the limit was not always enough; inconclusive means no clear call, values can overlap the other calls
# Target sequence (P9WIQ1 whole entry, looked up): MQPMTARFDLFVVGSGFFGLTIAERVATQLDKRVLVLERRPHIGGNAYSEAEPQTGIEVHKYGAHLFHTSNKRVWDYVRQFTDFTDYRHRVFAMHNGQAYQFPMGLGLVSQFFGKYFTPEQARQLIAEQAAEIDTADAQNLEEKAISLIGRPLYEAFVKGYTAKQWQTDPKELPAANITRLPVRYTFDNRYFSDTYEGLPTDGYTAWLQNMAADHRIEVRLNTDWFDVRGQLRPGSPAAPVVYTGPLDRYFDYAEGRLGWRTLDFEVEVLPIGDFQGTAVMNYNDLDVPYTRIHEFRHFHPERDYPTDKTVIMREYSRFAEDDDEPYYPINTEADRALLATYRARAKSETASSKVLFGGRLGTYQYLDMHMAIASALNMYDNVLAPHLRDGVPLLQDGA
# FBA Mtb inh: Mtb FBA enzyme inhibitors, primary screen, biochemical, fluorescence, strain H37Rv. AID 588726, 2011. Fructose-bisphosphate aldolase (Mycobacterium tuberculosis (strain ATCC 25618 / H37Rv)), …. actives 2.3% (n = 360,000). purified M. tuberculosis FBA, fluorescence read-out. inhibition, % at 1 µM; in the data active means inhibition above about 27%;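 further: 0% = vehicle and 100% = reference inhibitor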
# Target sequence (P9WQA3 whole entry, looked up): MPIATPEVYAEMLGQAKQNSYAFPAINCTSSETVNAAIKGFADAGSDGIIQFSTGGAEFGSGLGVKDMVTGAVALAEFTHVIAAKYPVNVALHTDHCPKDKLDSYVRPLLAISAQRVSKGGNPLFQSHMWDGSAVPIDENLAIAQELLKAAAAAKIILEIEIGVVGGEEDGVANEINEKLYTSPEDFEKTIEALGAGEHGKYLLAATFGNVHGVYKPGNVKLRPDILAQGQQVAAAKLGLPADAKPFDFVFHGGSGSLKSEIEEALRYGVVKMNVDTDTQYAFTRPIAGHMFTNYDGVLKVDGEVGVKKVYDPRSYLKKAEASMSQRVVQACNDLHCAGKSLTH
# FadD28 FP inh: inhibitors of FadD28 bisubstrate probe binding, primary screen, biochemical, fluorescence polarization, single point. Mycobacterium tuberculosis FadD28 fatty-acid-AMP ligase. inhibition, % at 12.5 µM. actives 0.22% (n = 360,000). AID 588549, 2011; in the data active means inhibition above about 8.5%, passing the limit was not always enough; inconclusive means no clear call, values can overlap the other calls
# PrPC TRFRET: inhibitors of human cell surface prion protein PrPC, primary screen, cell-based, TR-FRET; Major prion protein (Homo sapiens), P04156; TR-FRET read-out; AID 720596, 2013; inhibition, % at 13.8 µM; actives 0.43% (n = 370,000); in the data active means inhibition above about 24%; further: 0% = median of the test wells and 100% = reference compound wells
# Mtb BioA inh: M. tuberculosis BioA enzyme inhibitors, primary screen, biochemical, plate reader, single point, HTS. actives 0.096% (n = 360,000). purified M. tuberculosis BioA enzyme. inhibition, % at 9.99 µM; in the data active means inhibition above about 40%; inconclusive means no clear call, values can overlap the other calls
# CCHF vOTU inh: CCHFV vOTU protease inhibitors, primary screen, biochemical, Pep-AMC substrate, fluorescence; Crimean-Congo hemorrhagic fever virus L polyprotein viral ovarian tumor (vOTU) protease …; inhibition, % at 11.5 µM; actives 0.55% (n = 370,000); AID 651958, 2012; further: 0% = vehicle wells with enzyme and 100% = no enzyme wells
# GDH-TPI counter: GDH-TPI coupling enzyme inhibitors, primary screen, artefact control for M. tuberculosis FBA inhibitor project, biochemical, absorbance, full deck | inhibition, % at 4.8 µM | GDH-TPI coupled enzyme counterscreen, NADH absorbance | AID 588335, 2011 | actives 1.2% (n = 360,000);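 further: 0% = DMSO wells and 100% = wells lacking the enzyme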
# BoNT-A LC inh2: BoNT/A light chain protease inhibitors, primary screen, biochemical, flow cytometry, MLPCN library; multiplex microsphere protease substrate cleavage; inhibition, % at 10 µM; actives 0.17% (n = 360,000); in the data active means inhibition above about 30%; inconclusive means no clear call, values can overlap the other calls; further: plate controls were buffer without enzyme for full effect and enzyme alone for no effect
# * hit, by the source's call; u = inconclusive; x = not tested or not shown. Unless noted, no stated cut-off is given here; in the data, active means inhibition above about 30%; inactive means the rest. Rows are unselected. Share with any hit: about 4.8%.
cpd	structure	BoNT-F LC inh	UGM FP inh	FBA Mtb inh	FadD28 FP inh	PrPC TRFRET
1	CCC(C)NCCCCOc1cc(C)cc(C(C)C)c1 (configuration not stated)	-2	-0.9	2	-3.1	2
2	CC(N)c1csc(Nc2ccc(C(=O)c3ccccc3)cc2)n1 (configuration not stated)	-13	x	0	-1.9	-14
3	C=CCn1c(O)c(N=Nc2c(C)n(C)n(-c3ccccc3)c2=O)c(=O)[nH]c1=S	-11	-1.4	-15	-5.1	-5
4	O=C(CSc1ccc(-c2cccs2)nn1)Nc1ccccc1	-1	3.6	2	-1.2	-8
5	O=C(CN(Cc1ccco1)C(=O)CNS(=O)(=O)c1ccccc1)NCc1ccc(F)cc1	4	3.5	5	-3.2	0
6	CN(C)NC1CC(=O)N(c2ccccc2)C1=O (configuration not stated)	6	-2.1	4	-2.1	-3
7	O=C(Cc1ccc(Br)cc1)Nc1cccc(-c2cn3c(n2)SCC3)c1	-2	-3.7	4	0.5	0
8	Cc1noc(C)c1NC(=O)Nc1cccc2c1O[C@H](CN(C)C(=O)Nc1ccc(C(F)(F)F)cc1)[C@@H](C)CN([C@H](C)CO)C2=O	1	3.9	1	-3.6	-5
9	COC(=O)c1ccccc1NC(=O)CSc1nc2ccsc2c(=O)n1CCCCC(=O)O	-7	x	6	-1.3	8
10	CC(C)(C)NC(=O)COC(=O)/C=C/c1ccccc1[N+](=O)[O-]	-4	2.4	2	-1.9	-6
11	O=C(CNC(=O)Cc1ccccc1)NCC(=O)OCC(=O)c1ccc(Cl)cc1	3	-1.6	0	-0.7	-2
12	CC(=O)CC(c1ccccc1[N+](=O)[O-])c1c(O)c2ccccc2oc1=O (configuration not stated)	-6	-1.2	2	-1.5	-6

cpd	Mtb BioA inh	CCHF vOTU inh	GDH-TPI counter	BoNT-A LC inh2
1	x	5	4	0.2
2	-0.9	27	23	-0.2
3	2.5	3	24	-0.7
4	x	-12	9	-0.3
5	-0.1	10	5	0.2
6	-1.5	-12	-2	-0.2
7	x	-1	-5	-0.1
8	-1.4	2	5	0.1
9	2.4	2	10	-0.6
10	-2.7	17	8	-0.5
11	x	-6	8	0.4
12	-0.4	4	1	0.0

# Results in sequence from the entries so far.
# Compounds 4 to 7 in BoNT-A LC inh2 read -0.3, 0.2, -0.2, -0.1
# Compounds 4 to 7 in BoNT-F LC inh read -1, 4, 6, -2

# Later entries:
cpd	structure	BoNT-F LC inh	UGM FP inh	FBA Mtb inh	FadD28 FP inh	PrPC TRFRET
13	O=C(COc1ccc2ccccc2c1)NCCNC(=O)COc1ccc2ccccc2c1	-5	0.6	2	-2.7	-9
14	COc1ccc(NC(=O)c2ccccc2NC(=O)CSc2ccc(C)cc2)cc1	1	-0.8	0	-1.6	-2
15	CC(C)CN1CCC(=O)N([C@H](CO)Cc2ccccc2)CC1	-4	0.3	7	-2.1	3
16	COc1ccc(NC(=O)c2cc(F)cc(F)c2)cc1S(=O)(=O)N1CCCCC1	-1	4.5	0	-1.2	5
17	OC(c1ccc(Cl)c(F)c1)c1ncc(-c2ccc(Oc3ccccc3)cc2)[nH]1 (configuration not stated)	3	x	-3	-2.9	-5
18	O=S(=O)(c1cnccc1N1CCN(CCO)CC1)N1CCCCC1	13	-1.5	-1	-2.3	-6
19	COc1ccc(OC)c(CCNC(=O)CN2C(=O)COc3ccc(S(=O)(=O)N4CCOCC4)cc32)c1	3	1.6	2	-2.4	-4
20	O=C(c1cc(-c2ccc3c(c2)OCO3)on1)N1CCCCC1	2	-0.8	2	0.5	-4
21	O=c1cc(-c2ccc(O)cc2)oc2cc(O)c([C@@H]3O[C@H](CO)[C@@H](O)[C@H](O)[C@H]3O)c(O)c12	1	x	1	-0.3	9
22	Cc1ccc(OCC(=O)c2cc(C)n(C3CC3)c2C)c([N+](=O)[O-])n1	11	1.1	-3	-1.0	-6
23	COc1cccc(C(=O)NC(=S)Nc2ccc(Cl)cc2C(=O)O)c1	0	0.4	17	-22	5
24	Cc1cc(C)c(-n2c(O)c(/C=N/NC(=O)c3ccncc3)c(=O)[nH]c2=O)c(C)c1	0	-0.8	3	-2.6	3

cpd	Mtb BioA inh	CCHF vOTU inh	GDH-TPI counter	BoNT-A LC inh2
13	-1.2	0	5	0.5
14	-1.2	18	-1	0.4
15	-2.0	4	4	-0.3
16	0.9	-15	0	0.4
17	-0.9	16	4	-0.1
18	0.1	11	-7	0.3
19	0.5	10	7	-0.6
20	2.7	4	2	0.1
21	-1.5	11	17	-0.3
22	3.1	-15	8	1.0
23	0.2	1	12	-0.4
24	-0.1	2	16	-2.9

cpd	structure	BoNT-F LC inh	UGM FP inh	FBA Mtb inh	FadD28 FP inh	PrPC TRFRET
25	CCOc1cc2[nH]c(=S)n(CCCC(=O)NCc3ccco3)c(=O)c2cc1OCC	-11	-0.9	2	-1.5	x
26	O=C(CCCC(=O)c1ccc(O)cc1)c1ccc(O)cc1	-4	-3.3	4	0.2	9
27	O=C(Cc1ccccc1)N1CCN(c2ccccc2F)CC1	u	-0.7	1	-1.0	3
28	CC(=O)CSc1nc2nccnc2[nH]1	4	x	9	0.3	8
29	CCOc1ccccc1CN(Cc1ccco1)S(=O)(=O)c1ccc(-n2cnnn2)c(OC)c1	-10	x	-3	-3.9	13
30	COc1ccc(C(=O)NC(=S)Nc2cccnc2)cc1OC	1	3.6	-5	-1.8	-10
31	CN(C)C(=O)c1nc2ccccc2s1	3	-3.3	0	2.4	2
32	CC1=C(C(=O)OCCOC(C)C)C(c2cccnc2)C2=C(CCCC2=O)N1 (configuration not stated)	-17	1.2	31*	-0.4	1
33	COc1cc(OC)nc(Oc2ccccc2C(=O)Oc2ccc(F)cc2Cl)n1	-9	1.5	-1	-2.0	3
34	COc1ccc(N2CCN(C(CNC(=O)C(=O)NC3CC3)c3ccco3)CC2)cc1 (configuration not stated)	-8	-0.4	1	-2.8	-7
35	COc1ccc(C(=O)ON=C(C)c2nccs2)cc1	-2	x	0	-0.9	0
36	Cc1cc2cc3c(cc2nc1SCC(=O)Nc1nc(C)c(C)s1)OCO3	8	0.7	-5	0.6	-7

cpd	Mtb BioA inh	CCHF vOTU inh	GDH-TPI counter	BoNT-A LC inh2
25	-1.5	x	4	0.4
26	-2.5	12	23	-0.4
27	-0.5	-10	7	-1.8
28	x	11	26	-0.1
29	-2.1	2	16	-1.2
30	x	18	3	-1.6
31	x	-17	0	-0.1
32	2.4	-27	4	-0.3
33	0.6	6	0	-0.1
34	-0.4	-10	-5	-0.8
35	0.1	2	7	0.2
36	-0.6	-3	11	0.6

cpd	structure	BoNT-F LC inh	UGM FP inh	FBA Mtb inh	FadD28 FP inh	PrPC TRFRET
37	COC(=O)c1ccccc1S(=O)(=O)N1CCC(C(=O)OC(C)C(=O)Nc2ccc(NC(C)=O)cc2)CC1 (configuration not stated)	-6	-3.7	-2	-4.7	9
38	NC(=O)CC(NC(=O)Cc1ccc(Br)cc1)c1ccc(N2CCC(N3CCCC3)CC2)c([N+](=O)[O-])c1 (configuration not stated)	-2	1.2	3	-0.3	-17
39	O=C(CCCN1C(=O)/C(=C/c2ccccc2)SC1=S)Nc1ccccc1O	2	-0.7	-3	-0.9	-5
40	CC(C)NC(=O)c1cc(-c2ccc(Br)cc2)on1	-1	-2.0	0	0.2	4
41	Cc1ccc(NC(=S)N2CCC(N(C)CC3CCCO3)CC2)cc1C (configuration not stated)	1	-1.1	-2	-3.9	7
42	Cc1cccc(C)c1N(C(=O)c1ccco1)C(C(=O)NC1CCCC1)c1ccncc1 (configuration not stated)	-4	-1.5	2	-0.5	2
43	Cc1noc(C)c1S(=O)(=O)Nc1ccc(C(=O)NCCc2ccccc2)cc1	-15	0.2	1	2.6	2
44	O=C(c1ccc(F)cc1)N1CCC(C(=O)N2CCN(S(=O)(=O)c3ccccc3Br)CC2)CC1	-7	-1.6	1	-5.6	6
45	O=C(Cn1cnc2c(nnn2Cc2ccccc2F)c1=O)N1CCN(c2ccccc2)CC1	-2	0.1	-3	-2.0	-1
46	Cc1ccnc(N2C(=O)c3ccc([N+](=O)[O-])cc3C2=O)c1	x	-0.2	5	-0.1	5
47	Cc1cccc(S(=O)(=O)NNC(=O)Cc2cccn2C)c1	3	2.4	4	1.5	4
48	COc1cc2c(C)nc3onc(-c4ccccc4)c3c2cc1OC	u	0.5	4	-5.4	5

cpd	Mtb BioA inh	CCHF vOTU inh	GDH-TPI counter	BoNT-A LC inh2
37	0.0	-11	-11	1.4
38	0.3	7	8	0.1
39	x	-2	20	0.2
40	-1.8	-10	6	0.5
41	-0.1	-2	-11	0.0
42	x	3	3	0.2
43	-3.0	-2	2	0.8
44	1.7	-5	-3	-6.9
45	-2.1	-19	4	-1.3
46	-2.1	9	6	x
47	x	-2	3	-0.5
48	-1.2	18	9	0.7

cpd	structure	BoNT-F LC inh	UGM FP inh	FBA Mtb inh	FadD28 FP inh	PrPC TRFRET
49	Cc1cc(-c2nnc(SCC(=O)Nc3ccc(F)cc3)n2N)n[nH]1	-4	1.3	2	-3.3	0
50	O=C(CN1C(=O)NC2(CCCC2)C1=O)NCCc1ccc(F)cc1	-18	0.1	0	-0.7	-4
51	CCCCOC(=O)c1ccc(NC(=O)C(=O)NCc2cccnc2)cc1	-5	-2.2	-1	-3.4	10
52	O=C(c1ccccc1NS(=O)(=O)c1ccc(Cl)cc1)N1CCc2ccccc21	-5	-1.0	-1	-0.7	4
53	COc1ccc(/C=C/CN2CCN(CC(C)C)C(CCO)C2)cc1 (configuration not stated)	-4	-1.0	0	0.1	-3
54	COc1cccc(/C=N/NC(=O)CNC(=O)c2ccco2)c1O	0	-3.1	-4	-3.4	-2
55	CCOC(=O)C1(C)CCCN(C(=O)c2ccccc2C(F)(F)F)C1 (configuration not stated)	-3	x	-1	-0.8	1
56	Cc1cc(C(=O)NNC(=S)NCC2CCCO2)cs1 (configuration not stated)	1	-1.5	2	-0.7	-2
57	COCCN1C(=O)N[C@@H](c2ccco2)C(C(=O)OC)=C1C	-1	0.7	1	-3.8	2
58	Cc1ccc(S(=O)(=O)CCC(=O)OCCOc2cccc(Br)c2)cc1	x	-1.2	-1	-1.2	2

cpd	Mtb BioA inh	CCHF vOTU inh	GDH-TPI counter	BoNT-A LC inh2
49	-0.2	2	-2	0.6
50	-1.7	3	6	-0.2
51	-0.6	-10	-3	-2.0
52	x	-1	-3	-0.1
53	x	4	10	1.1
54	x	6	27	-0.1
55	-0.4	3	7	-0.1
56	3.6	-6	-3	2.5
57	-1.3	-10	1	0.6
58	-0.2	-3	0	x

# Compound profiles, from the list above:
# Shown for COCCN1C(=O)N[C@@H](c2ccco2)C(C(=O)OC)=C1C → BoNT-F LC inh = -1; UGM FP inh = 0.7; FBA Mtb inh = 1; FadD28 FP inh = -3.8; PrPC TRFRET = 2; Mtb BioA inh = -1.3; CCHF vOTU inh = -10; GDH-TPI counter = 1; BoNT-A LC inh2 = 0.6
# Shown for CCOC(=O)C1(C)CCCN(C(=O)c2ccccc2C(F)(F)F)C1 (configuration not stated) → BoNT-F LC inh = -3; UGM FP inh = x; FBA Mtb inh = -1; FadD28 FP inh = -0.8; PrPC TRFRET = 1; Mtb BioA inh = -0.4; CCHF vOTU inh = 3; GDH-TPI counter = 7; BoNT-A LC inh2 = -0.1
